From PubChem BioAssay
TAAR1 agonist – agonists of human TAAR1. Q96RJ0. AID 624467. activation, % at 3 µM. CHO RD-HGA16 TAAR1, Fluo-8 calcium fluorescence; vehicle wells 0%, saturating PEA agonist 100%. 0.99% of 360,000 active;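 active means activation above the mean activation of all test compounds in the run plus 3 SD, cut at about 38% in these data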
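System: CHO-derived RD-HGA16 cells with stable Gα16 and human TAAR1 / Times: 17-24 h plating, Fluo-8 75 min 37 °C, 30 min RT / Technique: calcium-sensitive Fluo-8 signal, excitation 470-495, emission 515-575 nm / Measure: % activation relative to PEA EC100 response / Benchmarks: DMSO and PEA EC100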
CHO parental Ca – counter-screen for OX1R antagonists: effect in parental CHO cells | parental CHO-K1, ATP-induced calcium, Fluo-8 fluorescence | inhibition, % at 5.6 µM | 0.63% of 330,000 active | AID 463079;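 active means inhibition above that plate's mean sample inhibition plus 3 SD, cut at about 26% in these data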;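 further: 0% = ATP-challenged DMSO wells and 100% = DMSO wells without ATP; some compounds past the cut are filed as inactive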
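Material: Parental CHO cells | Reagent: ATP | Compound dosing: Single nominal dose of 5.6 µM per compound | Detection: Intracellular calcium via Fluo-8 no-wash fluorescent dye | Read-out: % inhibition of ATP-induced calcium mobilization | Benchmarks: Low control ATP plus DMSO, high control DMSO only | Replicates: Singlicate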
CHRM1 agonist – human M1 muscarinic receptor agonism; 0.33% of 360,000 active; CHO-K1 hM1, Fluo-8 calcium fluorescence, agonist mode; 0% DMSO, 100% acetylcholine EC100; AID 588814; activation, % at 3 µM; P11229;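 active means activation above the run's mean compound activation plus 3 SD, cut at about 16% in these data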;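 further: peak over basal fluorescence ratio within a 140 s kinetic read after compound addition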
Target sequence (P11229 whole entry, looked up): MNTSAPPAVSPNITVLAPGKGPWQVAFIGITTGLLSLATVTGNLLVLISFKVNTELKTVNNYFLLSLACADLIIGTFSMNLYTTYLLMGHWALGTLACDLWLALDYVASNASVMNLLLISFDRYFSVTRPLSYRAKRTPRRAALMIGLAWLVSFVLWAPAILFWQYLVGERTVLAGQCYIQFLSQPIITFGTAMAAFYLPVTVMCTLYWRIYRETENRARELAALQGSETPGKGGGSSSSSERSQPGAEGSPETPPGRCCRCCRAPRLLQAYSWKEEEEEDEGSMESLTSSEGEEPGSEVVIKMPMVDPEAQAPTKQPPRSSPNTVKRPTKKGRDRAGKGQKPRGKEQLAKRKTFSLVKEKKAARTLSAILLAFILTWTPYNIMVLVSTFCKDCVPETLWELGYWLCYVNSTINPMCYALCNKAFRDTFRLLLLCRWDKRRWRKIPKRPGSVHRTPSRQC
M1 ag parental – counter-screen for M1 agonists: effect in parental CHO-K1 cells | Fluo-8 calcium fluorescence; scaled to maximal ATP response, vehicle zero | activation, % at 3 µM | 0.48% of 360,000 active | AID 602248; in the data active means activation above about 15%;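 further: untransfected CHO-K1 host cells lacking M1 receptor as counterscreen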
CHO-K1 Ca antag – counter-screen for M1 antagonists: effect in parental CHO-K1 cells; ATP-induced calcium, Fluo-8 fluorescence; inhibition, % at 3 µM; 0.6% of 360,000 active; AID 602250;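 active means inhibition above a per-plate cutoff, the plate's mean sample inhibition plus 3 SD, cut at about 24% in these data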;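 further: 0% = DMSO plus EC80 ATP and 100% = DMSO alone without ATP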
TAAR1 antagonist – antagonists of human TAAR1; 1.5% of 360,000 active; CHO RD-HGA16 TAAR1, Fluo-8 calcium fluorescence, antagonist; AID 624466; inhibition, % at 3 µM;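 active means inhibition above a per-plate cutoff, the mean inhibition of test compounds on that plate plus 3 SD, cut at about 49% in these data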;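 further: 0% = DMSO plus EC80 beta-PEA response and 100% = DMSO alone without agonist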
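System: RD-HGA16 CHO cells with stable hTAAR1 and Gα16 | Probe or stimulus: EC80 β-phenethylamine stimulus | Dosing: 3 µM, single point | Times: Dye loading 75 min at 37 °C, then 30 min room temperature | Measured by: Fluo-8 calcium-sensitive fluorescence | Read-out basis: % inhibition of agonist calcium response | Replicates: n of 1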
OXTR potentiate – human OXTR potentiation | P30559 | CHO-OTR cells, Fluo-8 calcium fluorescence, potentiator mode; 0% = oxytocin EC15, 100% = EC100 | activation, % at 3 µM | 0.061% of 320,000 active | AID 2445;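 active means activation above that plate's cutoff, the mean activation of tested compounds plus 3 SD, cut at about 6.6% in these data, passing the limit was not always enough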;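 further: 100% uses oxytocin at 75 nM as the full agonist control; some results filed as inactive read as strong as hits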
Target sequence (P30559 whole entry, looked up): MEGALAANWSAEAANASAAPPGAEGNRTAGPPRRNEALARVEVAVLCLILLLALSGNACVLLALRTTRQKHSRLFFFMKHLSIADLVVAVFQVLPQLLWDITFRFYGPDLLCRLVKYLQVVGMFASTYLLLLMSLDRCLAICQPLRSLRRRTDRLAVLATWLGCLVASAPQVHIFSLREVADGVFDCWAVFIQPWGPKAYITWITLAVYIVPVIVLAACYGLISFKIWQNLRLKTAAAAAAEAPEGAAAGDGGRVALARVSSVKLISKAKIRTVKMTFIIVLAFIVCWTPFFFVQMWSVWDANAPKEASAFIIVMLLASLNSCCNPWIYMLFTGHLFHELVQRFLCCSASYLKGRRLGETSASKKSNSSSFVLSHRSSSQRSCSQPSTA
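Assay system: CHO-OTR cells, human receptor / Also added: oxytocin at about EC15, sub-maximal agonist stimulus / Dosing: single dose, 3.0 µM nominal final compound concentration / Incubation: 6 min pre-incubation, 100 s read / Technique: Fluo-8 calcium dye fluorescence / Read-out: % activation vs EC15 and EC100 oxytocin / Benchmarks: EC15 oxytocin low, 75 nM oxytocin high / Replicates: singlicate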
M1 PAM parental – M1 PAM counterscreen hit in parental CHO-K1 cells | ATP EC20, Fluo-8 calcium fluorescence; 0% at ATP EC20, 100% at ATP max | activation, % at 3 µM | 0.02% of 360,000 active;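 active means activation above the run cutoff, the mean activation of all test compounds plus 3 SD, cut at about 40% in these data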;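 further: peak over basal fluorescence ratio in a 140 s read after ATP addition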
CHRM1 antagonist – antagonists of human M1 muscarinic receptor. AID 588852. 1.3% of 360,000 active. inhibition, % at 3 µM. CHO-K1 hM1, Fluo-8 calcium fluorescence, ACh EC80 antagonist;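 active means percent inhibition above its own plate's cutoff, namely the mean of that plate's compound wells plus 3 SD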;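 further: peak over basal fluorescence ratio during 140 s after agonist addition; 0% = ACh EC80 plus DMSO and 100% = DMSO alone without agonist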
Active calls of the source: *; x = no result given.

SMILES	TAAR1 agonist	CHO parental Ca	CHRM1 agonist	M1 ag parental	CHO-K1 Ca antag	TAAR1 antagonist	OXTR potentiate	M1 PAM parental	CHRM1 antagonist
Cc1noc(C)c1S(=O)(=O)N(CC(=O)NC1CCCC1)c1ccc(C(C)C)cc1	0	-20	-4	0.7	-9	-5	-4	14	1
COc1ccc(/C(C)=N\Nc2nc(-c3ccccc3)cc(=O)[nH]2)cc1	10	-8	-6	0.5	-5	-1	-10	-1	-7
COC1CCN(Cc2cn(Cc3ccccc3)nc2-c2cc3ccccc3o2)CC1	20	-7	-2	7.9	-12	43	-4	-1	17
CCN(C(=O)c1sc(N)c(C#N)c1C)C1CCCCC1	4	-27	-6	0.3	-14	-7	0	17	-6
CC(C)(O)[C@H](O)COc1c2ccoc2cc2oc(=O)ccc12	3	-13	0	0.2	-7	14	-1	5	-12
CC(c1ccccc1)n1c(Br)nc2c1c(=O)[nH]c(=O)n2C (stereo not drawn)	4	-3	-2	1.1	-4	-2	-7	5	-1
C[C@H](CO)N1C[C@H](C)[C@@H](CN(C)C(=O)c2cccc(F)c2)Oc2cc(-c3cncnc3)ccc2S1(=O)=O	1	x	-8	-0.1	9	-7	x	-14	-7
COc1ccc(-c2cc(C(F)(F)F)n3ncc(C(=O)N4CCCCC4c4cccnc4)c3n2)cc1 (stereo not drawn)	-1	-25	-4	-0.2	-1	-3	-6	-13	3
Cc1cc(C(=O)OCC(=O)N2CC(C)CC(C)C2)c(C)o1 (stereo not drawn)	9	-19	-4	1.6	9	-6	-5	6	5
COc1ccc(S(=O)(=O)N2CCN(C)CC2)cn1	-1	-1	-2	0.8	2	7	-8	8	1
Cc1ccc(NC(=O)Cn2nnc3ccccc3c2=O)cc1C	3	-4	-4	0.1	-9	-23	-3	3	-11
O=S(=O)(NCC(Nc1ccc(Cl)cc1)c1ccccc1)c1ccccc1 (stereo not drawn)	-1	-22	-8	1.0	-15	4	-10	29	-6
COc1ccc(NS(=O)(=O)c2cccc(C(=O)N3CCN(C/C=C/c4ccccc4)CC3)c2)cc1	9	x	-1	10	-7	8	x	5	12
Cc1cc(C)n2nc3nc4c(cc3c2n1)CCCC4	10	0	-5	0.7	-4	-4	5	20	-8
Cc1ccc2c(CC(=O)NNC(=O)c3ccccc3O)coc2c1	3	-2	5	0.1	10	-1	-11	-8	8
CC(C)(C)[C@@H]1COC(=O)[C@@H](NC(=O)OCC2c3ccccc3-c3ccccc32)C/C=C\C[C@@H](CC(=O)NCCO)C(=O)N1	6	-1	-11	1.1	-15	1	-4	10	1
C=C1CCC[C@]2(C)C[C@H]3OC(=O)C(CN(Cc4ccc(OC)c(OC)c4)CC(C)O)[C@H]3CC12 (stereo partly drawn)	4	-15	-5	-0.6	-12	-11	-4	6	-12
O=C(Cc1cccs1)Nc1nnc(SCc2ccc(F)cc2)s1	2	7	-6	1.5	-4	-3	-5	17	-13
CCN1CCN(C(=O)CCN2C(=O)COc3ccc(C)cc32)CC1	4	-12	-5	0.0	9	-8	0	2	-2
O=C(Nc1ccc(Cl)c(C(F)(F)F)c1)c1ccco1	5	-18	-6	0.4	16	29	-4	-8	-2
Cc1cc(=O)oc2cc(OCC(=O)Nc3ccc(CN4CCOCC4)cc3)ccc12	5	-11	-3	4.4	-10	-7	-6	13	-7
Cc1cc(C(O)c2ncc(-c3ccccc3F)[nH]2)ccc1F (stereo not drawn)	2	x	-2	0.8	1	-1	x	-4	-5
CN1OC[C@@H]2CN(C(=O)CCc3ccccc3)[C@H](c3ccc(-n4ccnc4)cc3)C[C@@H]21	2	x	-3	1.5	0	-9	x	17	2
CC(C)c1ccc(NC(=S)N2CCN(S(=O)(=O)c3ccccc3)CC2)cc1	2	-10	-2	0.8	4	16	-9	-18	6
Cc1ccc(NC(=O)CSCc2nc3c(nnn3Cc3ccc(F)cc3)c(=O)[nH]2)c(C)c1	1	-10	0	0.0	-1	-21	-11	-8	-2
Cc1ccc(NC(=O)c2cncc(Br)c2)nc1	1	-1	6	-0.7	20	2	-1	-31	-11
O=C(O)c1cccc(NC(=O)c2ccccc2)c1	1	x	-1	-0.2	-4	-22	x	-3	-2
COc1ccc(NC(=S)Nc2ncccc2C)c(OC)c1	-3	-6	1	-0.3	-1	-9	-2	-4	-8
CC(=O)Oc1ccc(C(=O)O)c(OC(C)=O)c1	-1	-2	-1	-0.1	-6	1	-1	-8	-8
COC(=O)[C@@]1(Cc2ccc(F)cc2)[C@H]2c3cc(C(=O)N(C)C)n(Cc4nc5ccccc5[nH]4)c3C[C@H]2CN1C(=O)c1ccccc1	20	-12	x	x	x	-8	-8	x	x
Cc1ccc(S(=O)(=O)c2c(N)n(Cc3ccco3)c3nc4ccccc4nc23)cc1C	1	-12	0	2.0	-3	-5	-9	8	3
CC(C)OC(=O)c1ccccc1C(=O)c1ccc(N)c([N+](=O)[O-])c1	-1	-19	-16	1.7	-6	-13	-1	23	8
O=C(NCCSCc1ccccc1)c1ccc(F)cc1	2	-9	-6	-0.2	8	-20	3	7	-10
COc1ccc(C(=O)Nc2ncccc2C)cc1S(=O)(=O)N1CCCc2ccccc21	2	-20	1	1.9	-14	16	-9	19	-23
Cc1ccc(C)c(NC(=S)N2CCN(S(=O)(=O)c3ccccc3)CC2)c1	0	x	-3	0.2	-1	4	x	-6	-12
Clc1ccc(OCCCc2nc(-c3cccnc3)no2)c(Cl)c1	16	-22	-6	4.7	-9	0	-9	20	7
Cc1ccc2c(=O)[nH]c(Cc3ccccc3C(=O)O)nc2c1	0	3	0	3.1	-10	-80	-7	22	-5
CCn1c(SCC(=O)NNC(=O)c2ccc(OC)cc2)nnc1-c1cccnc1	5	4	-1	-0.1	0	3	-4	-4	-11
CCOC(=O)N1CCN(C(=O)COC(=O)c2cccc(C)c2[N+](=O)[O-])CC1	3	-9	0	0.0	-9	-35	4	4	2
Cc1cccc(NC(=O)c2cccc(N3C(=O)C4C5C=CC(C6CC56)C4C3=O)c2)c1 (stereo not drawn)	8	2	1	12	-7	58*	-11	-4	4
Cc1ccc(C(NC(=O)Nc2ccccn2)C(Cl)(Cl)Cl)cc1F (stereo not drawn)	-3	-19	0	0.6	-12	-2	-10	3	-15
C[C@@H]1CN([C@H](C)CO)C(=O)CCCn2cc(nn2)CO[C@H]1CN(C)C(=O)Nc1cccc(F)c1	1	x	-6	0.6	-13	5	x	10	-13
O=C(/C=C/c1ccc(Cl)cc1Cl)NCCSc1ccccc1	2	-17	-9	2.8	-12	-16	-7	17	0
CCN(CC(=O)NCc1ccccc1Cl)CC(=O)Nc1c(F)cccc1F	0	-10	-3	1.3	-4	11	-5	7	-14
CC(=O)c1c(C)[nH]c(C(=O)COc2ccc(C#N)cc2)c1C	11	-8	0	1.9	4	26	-25	1	2
C=CCN(C(=O)c1csnn1)C(C(=O)NCc1ccccc1)c1ccccc1F (stereo not drawn)	9	-15	-1	2.2	6	12	-9	4	-7
CC(NC(=O)C1CCC(CNC(=O)[C@@H]2Cc3ccccc3CN2)CC1)c1ccccc1 (stereo partly drawn)	1	-25	-5	1.1	-13	-9	-10	16	-8
Cc1noc(N)c1C(=O)Nc1ccc(C(C)(C)C)cc1	3	-1	-1	0.1	-19	-26	-6	6	-7
CCC(=O)NC(=S)Nc1cccc(-c2nc3ncccc3o2)c1	5	-14	-9	0.6	1	-15	1	10	-6
CCc1ccc(OCC(O)CN2CCN(c3ccc(OC)cc3)CC2)cc1 (stereo not drawn)	-1	-30	-6	2.4	9	-9	-4	-3	19
Cc1nc(-c2ccc(NC(=O)c3cccs3)cc2)cs1	45*	10	-1	2.9	-3	1	-6	11	-32
CN(C)c1ccc(C=c2c3ccccc3n3c2c2c([n+]3C)CCCC2)cc1	0	x	-9	-1.1	11	-4	x	-12	17

An excerpt taken from the entries so far:
SMILES	TAAR1 agonist	CHO parental Ca	CHRM1 agonist	M1 ag parental	CHO-K1 Ca antag	TAAR1 antagonist	OXTR potentiate	M1 PAM parental	CHRM1 antagonist
CCOC(=O)N1CCN(C(=O)COC(=O)c2cccc(C)c2[N+](=O)[O-])CC1	3	-9	0	0.0	-9	-35	4	4	2
Cc1cccc(NC(=O)c2cccc(N3C(=O)C4C5C=CC(C6CC56)C4C3=O)c2)c1 (stereo not drawn)	8	2	1	12	-7	58*	-11	-4	4
Cc1ccc(C(NC(=O)Nc2ccccn2)C(Cl)(Cl)Cl)cc1F (stereo not drawn)	-3	-19	0	0.6	-12	-2	-10	3	-15
C[C@@H]1CN([C@H](C)CO)C(=O)CCCn2cc(nn2)CO[C@H]1CN(C)C(=O)Nc1cccc(F)c1	1	x	-6	0.6	-13	5	x	10	-13
O=C(/C=C/c1ccc(Cl)cc1Cl)NCCSc1ccccc1	2	-17	-9	2.8	-12	-16	-7	17	0
CCN(CC(=O)NCc1ccccc1Cl)CC(=O)Nc1c(F)cccc1F	0	-10	-3	1.3	-4	11	-5	7	-14
CC(=O)c1c(C)[nH]c(C(=O)COc2ccc(C#N)cc2)c1C	11	-8	0	1.9	4	26	-25	1	2
C=CCN(C(=O)c1csnn1)C(C(=O)NCc1ccccc1)c1ccccc1F (stereo not drawn)	9	-15	-1	2.2	6	12	-9	4	-7
CC(NC(=O)C1CCC(CNC(=O)[C@@H]2Cc3ccccc3CN2)CC1)c1ccccc1 (stereo partly drawn)	1	-25	-5	1.1	-13	-9	-10	16	-8
Cc1noc(N)c1C(=O)Nc1ccc(C(C)(C)C)cc1	3	-1	-1	0.1	-19	-26	-6	6	-7
CCC(=O)NC(=S)Nc1cccc(-c2nc3ncccc3o2)c1	5	-14	-9	0.6	1	-15	1	10	-6
